Bioassay records deposited in PubChem BioAssay by several laboratories.
LMPTP block = blocks human LMPTP phosphatase. P24666. recombinant LMPTP-A, OMFP fluorogenic substrate, fluorescence intensity. inhibition, % at 20 µM. 360,000 tested, 0.22% active. AID 651560;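 active = compounds that cut the enzyme signal by at least half of the control window in the single-dose screen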;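 note: plate controls were DMSO wells with enzyme plus substrate for no effect and substrate without enzyme for full effect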
Target sequence (P24666 whole entry, looked up): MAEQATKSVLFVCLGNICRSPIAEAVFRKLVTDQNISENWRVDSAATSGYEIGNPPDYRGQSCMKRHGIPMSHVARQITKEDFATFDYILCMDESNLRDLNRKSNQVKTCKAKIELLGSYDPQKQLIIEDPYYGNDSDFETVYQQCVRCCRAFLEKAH
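Test system: LMPTP-A, protein tyrosine phosphatase of low molecular weight; Input: 0.625 nM enzyme; Incubation: 50 min dark incubation at room temperature; Signal: endpoint fluorescence intensity from OMFP dephosphorylation; Read-out basis: % inhibition versus control wells.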
Rpn11 inh = inhibitors of human proteasome Rpn11. O00487. human 26S proteasome, Ub4-pepOG fluorescence polarization; 20S core pre-blocked with epoxomicin. calls only at 20 µM. 360,000 tested, 0.59% active. AID 588493;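 active = inhibition at 20 µM, scaled to each plate's controls, above about 33%, limit read from the data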
Target sequence (O00487 whole entry, looked up): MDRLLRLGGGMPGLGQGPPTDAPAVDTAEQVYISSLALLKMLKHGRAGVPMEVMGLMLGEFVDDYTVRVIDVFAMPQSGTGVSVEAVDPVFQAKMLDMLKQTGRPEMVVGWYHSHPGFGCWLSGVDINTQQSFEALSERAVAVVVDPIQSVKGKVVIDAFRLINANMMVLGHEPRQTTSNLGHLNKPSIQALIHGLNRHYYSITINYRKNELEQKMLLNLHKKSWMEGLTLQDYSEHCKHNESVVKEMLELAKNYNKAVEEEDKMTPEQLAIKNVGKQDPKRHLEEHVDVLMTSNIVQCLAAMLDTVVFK
Rin1-Abl PPI inh = human Rin1-Abl interaction inhibition; 360,000 tested, 0.4% active; inhibition, % at 7.35 µM; P00519+Q13671; TR-FRET Rin1/Abl binding, biochemical; in the data active = inhibition above about 5%, passing the limit was not always enough
NadD inh = inhibitors of Staphylococcus aureus NadD. purified NadD enzyme, colorimetric absorbance read-out. inhibition, % at 20 µM. 360,000 tested, 0.78% active; in the data active = inhibition above about 26%; note: some compounds past the cut are filed as inactive
SUMO1 PPI mod = alters human SUMO1 binding to SIM partners. SUMO1 binding to a labelled peptide, TR-FRET, 1 h. inhibition, % at 20 µM. 360,000 tested, 0.33% active. P63165; in the data active = inhibition above about 37%
Target sequence (P63165 whole entry, looked up): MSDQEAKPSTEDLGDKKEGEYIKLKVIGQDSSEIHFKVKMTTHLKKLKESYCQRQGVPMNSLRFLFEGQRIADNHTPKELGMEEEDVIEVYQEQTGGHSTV
CSN inh = CSN deneddylation inhibition | Q92905 | Purified CSN, SCF-Nedd8-OG deneddylation, fluorescence polarization | inhibition, % at 12.5 µM | 360,000 tested, 0.38% active | AID 651999;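 active = pattern-corrected inhibition above about 35%, with an unprinted fluorescence ratio check between 0.5 and 1.5, limit read from the data, passing the limit was not always enough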;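 note: 0% = enzyme with substrate and 100% = substrate without enzyme; some results filed as inactive read as strong as hits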
Target sequence (Q92905 whole entry, looked up, one chain of several): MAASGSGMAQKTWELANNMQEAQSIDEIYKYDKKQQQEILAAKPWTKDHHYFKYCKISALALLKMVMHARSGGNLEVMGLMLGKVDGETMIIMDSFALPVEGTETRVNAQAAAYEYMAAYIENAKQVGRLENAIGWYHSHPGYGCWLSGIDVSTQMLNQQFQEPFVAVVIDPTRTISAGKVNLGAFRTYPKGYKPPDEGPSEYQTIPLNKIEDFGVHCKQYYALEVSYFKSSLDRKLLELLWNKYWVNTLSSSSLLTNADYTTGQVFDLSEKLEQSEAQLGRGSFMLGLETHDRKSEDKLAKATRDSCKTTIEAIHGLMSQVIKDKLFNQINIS
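Schedule: reaction 90 min, room temperature / Assay system: HEK293T-derived human Csn5 enzyme / Input: Csn5 at 0.24 nM final / Measure: inhibition of Csn5 cleavage, % / Control set: substrate-only high control, full reaction low control / Technique: fluorescence polarization of the substrate / Buffer or medium: Tris/NaCl/DTT buffer, pH 7.5 / Reagent: SCFSkp2-Nedd8OG substrate at 10 nM final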
Scp1 inh = Scp-1 (human) phosphatase inhibition; Q9GZU7; AID 493091; 340,000 tested, 0.88% active; inhibition, % at 20 µM; Recombinant Scp1, phosphopeptide, malachite green phosphate absorbance;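 active = inhibition above about 50% at 20 µM, limit read from the data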;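 note: plate controls were DMSO wells with enzyme for no effect and wells lacking enzyme for full effect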
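Material: truncated SCP-1 phosphatase (76-261aa) / Buffer or medium: 50 mM Tris acetate pH 5.5, 0.005% Tween-20, 10 mM MgCl2 / Compound dosing: one concentration, 20 µM, with 1.0% DMSO / Incubation: 45 min room-temperature reaction, 5 min colour, 30 min stabiliser / Detection: colorimetric free-phosphate detection, absorbance 630 nm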
DNMT1 block = blocks human DNA methyltransferase DNMT1; P26358; DNMT1 molecular beacon, Hinp1I cleavage, fluorescence; inhibition (reported as % activation of signal), % at 10 µM; 360,000 tested, 0.83% active; AID 588458; in the data active = inhibition above about 50%
Neddyl block = inhibitors of human cullin neddylation; TR-FRET cullin neddylation, biochemical; calls only at 25 µM; 360,000 tested, 0.58% active; AID 651699; in the data active = inhibition above about 36%
STEP block = blocks human striatal-enriched tyrosine phosphatase; 360,000 tested, 0.25% active; inhibition, % at 20 µM; recombinant STEP, OMFP fluorogenic substrate, fluorescence; P54829;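 active = inhibition at 20 µM, scaled per plate between control wells, above about 37%, limit read from the data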;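 note: 0% = DMSO with enzyme and substrate and 100% = substrate only without enzyme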
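Test system: STEP tyrosine phosphatase / Reagent: OMFP at 25 µM / Doses: 20 µM, 1% DMSO / Read-out: percent inhibition scaled to no-enzyme and uninhibited-enzyme controls, plate-pattern corrected / Detection: FITC-channel fluorescence of OMFP product / Medium: Bis-Tris buffer pH 6.0, 2.5 mM DTT, 0.005% Tween 20 / Schedule: 20 min at room temperature, dark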
An asterisk follows results filed as active; i = inactive; . = no result given.

Values in the order – LMPTP block, Rpn11 inh, Rin1-Abl PPI inh, NadD inh, SUMO1 PPI mod, CSN inh, Scp1 inh, DNMT1 block, Neddyl block, STEP block
> COC(=O)Nc1ccc(S(=O)(=O)N2CCC(C(=O)N3CCCCC3C)CC2)cc1 (stereo not drawn)
    0.1, i, 3, -3, -2, 0, -2, 3, i, -1
> Cc1ccccc1-c1noc(C2CCCCC2)n1
    -0.1, i, -2, 1, 1, 2, -11, -1, i, 1
> S=c1[nH]nc(CSCCOc2ccccc2)o1
    0.1, i, 4, -5, 1, 1, -11, 1, i, 1
> Cc1ccccc1CNC(=O)Cn1cnc(S(=O)(=O)N2CCCC2)c1
    0.2, i, 2, 1, -6, -2, 11, 2, i, 3
> O=C(COc1ccc2c(c1)OCO2)Nc1ccc2c(c1)oc1ccccc12
    5.0, i, 1, 8, -2, -3, -3, 35, i, 0
> CCn1cc(CNCc2cn(C)nc2-c2ccc(C3CCCCC3)cc2)cn1
    -0.6, i, 0, -14, 2, 0, -5, 2, i, -3
> COc1cc(N2C(=O)CC3(CCCC3)CC2=O)cc(OC)c1OC
    0.7, i, -1, -5, 1, 21, 3, -4, i, -1
> Oc1cc2c(cc1CN1CCN(c3ncccn3)CC1)OCO2
    0.2, i, -1, -4, 4, 2, -5, -3, i, -2
> CC1CN(CC(=O)Nc2ccc([N+](=O)[O-])cc2Br)CC(C)O1 (stereo not drawn)
    -0.3, i, -5, 2, -26, 8, -2, 0, i, 3
> O=C(c1ccc(Cl)cc1)C1CCN(C(=O)c2ccccc2F)CC1
    0.0, i, 1, 3, 1, 1, -4, -1, i, 0
> Cc1ccc(C23CC4CC(CC(NC(=O)NCCN(C)C)(C4)C2)C3)cc1
    -7.2, i, -5, -10, -3, 0, -7, 4, i, 0
> CCCC(=O)Nc1ccc(S(=O)(=O)N2CCC(c3nc4ccccc4[nH]3)CC2)cc1
    0.3, i, -2, -1, 3, -1, 4, -4, i, 2
> COc1ccccc1-c1noc(CCCC(=O)Nc2ccc(C(N)=O)cc2)n1
    -0.3, i, -2, -4, 5, 1, -2, -1, i, 2
> Cc1ccc(N/N=C/C=C/c2ccco2)cc1
    1.5, i, -5, 2, -11, 0, 0, -10, i, 1
> CCOc1ccc(/C(O)=C2\C(=O)C(=O)N(CCOCCO)C2c2ccccc2OC)cc1 (stereo not drawn)
    0.2, i, -1, 2, -11, 2, -11, -1, i, 6

(further entries)
Values in the order – LMPTP block, Rpn11 inh, Rin1-Abl PPI inh, NadD inh, SUMO1 PPI mod, CSN inh, Scp1 inh, DNMT1 block, Neddyl block, STEP block
> COc1ccc(N=C2S/C(=C\c3ccc(N4CCOCC4)o3)C(=O)N2CCc2c[nH]c3ccccc23)cc1
    4.3, ., 2, 10, -33, 122, ., -11, i, -27
> COc1ccc(/C(C)=N/NC(=O)c2nc(C)cc(C)n2)cc1
    -1.9, i, 2, 2, -3, -3, -2, 0, i, -1
> CCN(CC)C(=O)C1=C(C)N(Cc2ccc(C(C)(C)C)cc2)C(=O)C(CC(=O)NCC2CCCCC2)C1 (stereo not drawn)
    1.3, i, -3, 1, 16, 8, ., -6, i, 1
> COc1ccc(-c2csc3ncnc(N4CCN(c5ccccc5OC)CC4)c23)cc1
    3.5, i, -1, -1, -1, -1, 1, 1, i, 0
> O=C(CN(c1ccc(Br)cc1)S(=O)(=O)c1ccc(Cl)c([N+](=O)[O-])c1)NCC1CCCO1 (stereo not drawn)
    -0.2, i, 1, -2, -6, -4, -7, 13, i, 0
> CS(=O)(=O)N(CC(=O)N1CCCC1)c1cccc(Cl)c1
    -3.4, i, -3, -3, 3, 0, -4, 2, i, 3
> COc1ccccc1C(=O)Nc1ccnn1C1CCN(C)CC1
    -0.8, i, 0, 1, 0, -1, -12, 3, i, -1
> CCn1nnc2cc(C(=O)Nc3cccc(S(=O)(=O)N(C)C)c3)ccc21
    -0.8, i, 2, 1, 2, 0, -4, -1, i, 0
> COc1cc(C)nc(NC(=S)N(C)C(=O)c2ccccc2)n1
    1.8, i, 4, -3, 5, 3, -6, 0, i, -3
> CCOC(=O)c1cc2ccccc2n1CC(=O)c1ccccc1
    1.3, i, -1, -10, -4, 0, -6, 3, i, -3
> O=C(COc1ncnc2cc([N+](=O)[O-])ccc12)N(CCc1ccccc1)Cc1ccccc1
    -0.2, i, 1, -1, -2, -4, -3, 3, i, 1
> CCCNC(=O)C1CC(=O)N(c2ccc(OCC)cc2)C1 (stereo not drawn)
    1.6, i, 5, -1, 0, -7, 1, 2, i, -4
> CC(=O)c1ccc(S(=O)(=O)NCC(=O)N2CCN(C/C=C/c3ccccc3)CC2)cc1
    2.1, i, 5, -4, -1, -3, 0, -12, i, -2
> OCC[C@@H]1C[C@H](O)[C@@H](O)[C@@]2(OCCCc3cc(C(F)(F)F)ccc32)O1
    -1.0, i, 3, -6, 1, 4, ., 1, i, 1
> C/C(=C\c1ccco1)C1C(C#N)=C(N)Oc2n[nH]c(-c3ccccc3)c21 (stereo not drawn)
    0.4, i, 0, 0, 0, -1, -2, -9, i, -1

(listing goes on)
Values in the order – LMPTP block, Rpn11 inh, Rin1-Abl PPI inh, NadD inh, SUMO1 PPI mod, CSN inh, Scp1 inh, DNMT1 block, Neddyl block, STEP block
> CCCCCN(C(=O)NC(=O)NCCCC)S(C)(=O)=O
    -1.0, i, 2, -4, 2, -1, -4, 1, i, 2
> CCn1nc([N+](=O)[O-])c(C(C#N)c2nc3cc(C(F)(F)F)ccc3s2)c(Cl)c1=O (stereo not drawn)
    9.2, i, 0, 19, -19, -13, -6, -25, i, 6
> CC(COS(N)(=O)=O)Cc1ccc(C(F)(F)F)cc1 (stereo not drawn)
    -0.3, i, -6, 2, -2, -2, -6, 9, i, -3
> CC(OC(=O)CNC(=O)c1ccc(Cl)c([N+](=O)[O-])c1)C(=O)NCc1ccco1 (stereo not drawn)
    -1.0, i, -3, -1, -14, 5, -1, 2, i, -1
> Cc1cc(=O)[nH]c(N/N=C/CCc2ccccc2)n1
    -0.3, i, 3, -3, -1, 1, -1, 56*, i, 0
> CC(=O)Nc1ccc(NC(=O)C2Cc3c(-c4cccc(NC(C)=O)c4)ccnc3O2)cc1 (stereo not drawn)
    -0.7, i, -2, -9, 3, 5, ., 0, i, 1
> Cc1cc(OCC(=O)NCCc2c[nH]c3ccccc23)c2c(C)c(C)c(=O)oc2c1
    1.6, i, 4, -6, -3, 2, -1, -2, i, 0
> O=C1C=CN2CCOCC2C1 (stereo not drawn)
    -0.5, i, 0, -1, -5, -1, -4, 5, i, 0
> OC(c1cc(-c2ccc(C(F)(F)F)cc2)nc(C(F)(F)F)c1)C1CCCCN1 (stereo not drawn)
    2.0, i, 0, -7, -68, 4, 5, -5, i, 3
> CCOc1ncccc1C(=O)OCc1ccc(C(=O)OC)cc1
    -0.2, i, 0, -5, 0, -3, -1, 2, i, 0
> NC(=O)C1CCN(C(=O)CC(c2ccccc2)c2ccccc2)CC1
    0.5, i, -3, 0, 2, 3, -6, 1, i, 1
> CN1C=CC(=C[N+](=O)[O-])N(C)C1=O
    -0.3, i, -5, 0, -23, -6, ., -9, i, -3
> COc1ccc(/C=C/C(=O)c2c(O)ccc3c(C)cc(=O)oc23)cc1
    3.1, i, 6, 6, 5, 12, -6, -1, i, 2
> COc1cc(NC(=S)NCCCN2CCOCC2)cc(OC)c1OC
    -7.5, i, -1, 2, 0, 5, 14, -3, i, 6
> O=C(NCCN1CCN(c2ccccc2)CC1)Nc1ccc(Cl)cc1
    -0.1, i, 1, 1, -3, -1, -6, 0, i, 1

Full records, quoted from the list.
O=C1C=CN2CCOCC2C1 (stereo not drawn) as listed: LMPTP block: -0.5; Rpn11 inh: i; Rin1-Abl PPI inh: 0; NadD inh: -1; SUMO1 PPI mod: -5; CSN inh: -1; Scp1 inh: -4; DNMT1 block: 5; Neddyl block: i; STEP block: 0
COc1cc(NC(=S)NCCCN2CCOCC2)cc(OC)c1OC as listed: LMPTP block: -7.5; Rpn11 inh: i; Rin1-Abl PPI inh: -1; NadD inh: 2; SUMO1 PPI mod: 0; CSN inh: 5; Scp1 inh: 14; DNMT1 block: -3; Neddyl block: i; STEP block: 6

Following part
Values in the order – LMPTP block, Rpn11 inh, Rin1-Abl PPI inh, NadD inh, SUMO1 PPI mod, CSN inh, Scp1 inh, DNMT1 block, Neddyl block, STEP block
> CS(=O)(=O)NCCCCNc1ccc(C(F)(F)F)cc1[N+](=O)[O-]
    1.4, i, -4, -4, -28, -16, -5, 4, i, -1
> O=C(NCCn1cccc1)c1cccc2ccccc12
    -1.1, i, 1, -4, -4, 2, -4, -1, i, -3
> COC(=O)c1c(NC(=O)CSc2nncs2)sc2c1CCCCC2
    1.2, i, 2, 7, 1, 2, -10, -6, i, -1
> O=C(Nc1ccccc1)c1ccc(-c2ccccc2)s1
    0.1, i, -3, 0, 1, 4, -6, 3, i, -4
> Cc1[nH]n(-c2ccccc2)c(=O)c1C(C[N+](=O)[O-])c1ccc(Cl)cc1 (stereo not drawn)
    0.5, i, 4, 4, 5, -3, -10, -23, i, 0
> COc1ccc(/C=C2/Sc3ccc(C(=O)N4CCc5ccccc5C4)cc3NC2=O)cc1
    1.3, i, 1, 15, -2, 0, -11, -7, i, 4
> O=C(Nc1cccnc1)c1cc(-c2ccccc2O)on1
    -0.8, i, -3, -6, -4, 0, 11, -3, i, -2
> Cc1ccc(NC(=O)c2ccc(OCc3c(C)noc3C)cc2)cc1C
    2.3, i, 0, -10, 2, 0, -10, -2, i, 5
> CCOC(=O)COn1c(=O)c(-c2ccc(C)cc2)[n+]([O-])c2ccccc21
    -0.3, i, 4, -5, -42, -8, -4, 3, i, -2
> Cc1ccccc1NC(=O)NC(C)(C)CC(C)(C)C
    0.3, i, 1, 1, 15, 4, -6, -1, i, -2
> CCOC(=O)C1(C(C)(C)CC)CC(CSc2nc3ccccc3[nH]2)OC1=O (stereo not drawn)
    1.2, i, -2, 1, 1, 2, 5, -4, i, 0
> CC(C)(C)OC(=O)NCCc1onc(-c2ccc([N+](=O)[O-])cc2)c1C(=O)O
    -1.2, i, -1, 5, -16, -1, ., -3, i, -4

Marked active in DNMT1 block (from the list above):
Values in the order – LMPTP block, Rpn11 inh, Rin1-Abl PPI inh, NadD inh, SUMO1 PPI mod, CSN inh, Scp1 inh, DNMT1 block, Neddyl block, STEP block
> Cc1cc(=O)[nH]c(N/N=C/CCc2ccccc2)n1
    -0.3, i, 3, -3, -1, 1, -1, 56*, i, 0
